PABP1 MLLE inh: inhibitors of microRNA-mediated deadenylation, human PABP1 MLLE binding; P11940; GST-MLLE / FITC-PAM2 fluorescence polarization; inhibition, % at 20 µM; 360,000 compounds, 0.36% hits; AID 588489; in the data active = inhibition above about 35%, passing the limit was not always enough;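 also: plate controls were DMSO wells with GST-MLLE for no effect and wells lacking GST-MLLE protein for full effect; some results filed as inactive read as strong as hits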
LMPTP block: LMPTP (human) inhibition; inhibition, % at 20 µM; recombinant LMPTP-A, OMFP fluorogenic substrate, fluorescence intensity; AID 651560; 360,000 compounds, 0.22% hits; P24666;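 active = compounds that cut the enzyme signal by at least half of the control window in the single-dose screen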;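 also: plate controls were DMSO wells with enzyme plus substrate for no effect and substrate without enzyme for full effect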
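Assay system: LMPTP-A phosphatase enzyme | Input: 0.625 nM enzyme | Also added: Fluorogenic phosphatase substrate OMFP at 400 µM final | Compound dosing: One test concentration per compound, 20 µM, with 3% DMSO overall | Schedule: 50 min enzyme reaction at room temperature, protected from light | Signal: Fluorescence intensity | Benchmarks: no-enzyme and uninhibited controls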
SUMO1 PPI mod: alters human SUMO1 binding to SIM partners. 360,000 compounds, 0.33% hits. SUMO1 binding to a labelled peptide, TR-FRET, 1 h. P63165. inhibition, % at 20 µM; in the data active = inhibition above about 37%
Target sequence (P63165 whole entry, looked up): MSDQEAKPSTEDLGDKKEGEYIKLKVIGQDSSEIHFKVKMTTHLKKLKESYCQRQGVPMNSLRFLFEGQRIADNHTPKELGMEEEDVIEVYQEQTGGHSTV
Rpn11 inh: blocks the human proteasome subunit Rpn11; O00487; human 26S proteasome, Ub4-pepOG fluorescence polarization; 20S core pre-blocked with epoxomicin; calls only at 20 µM; 360,000 compounds, 0.59% hits; AID 588493;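 active = inhibition at 20 µM, scaled to each plate's controls, above about 33%, limit read from the data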
Target sequence (O00487 whole entry, looked up): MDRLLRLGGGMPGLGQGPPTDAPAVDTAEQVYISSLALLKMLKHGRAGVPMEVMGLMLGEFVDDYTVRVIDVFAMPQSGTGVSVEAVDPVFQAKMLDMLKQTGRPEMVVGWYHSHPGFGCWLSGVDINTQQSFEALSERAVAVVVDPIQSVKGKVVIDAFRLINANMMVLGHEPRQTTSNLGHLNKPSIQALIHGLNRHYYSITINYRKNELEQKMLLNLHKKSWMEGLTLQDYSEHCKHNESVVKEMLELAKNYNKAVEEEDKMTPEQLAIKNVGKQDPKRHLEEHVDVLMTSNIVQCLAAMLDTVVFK
STEP inh: inhibitors of human striatal-enriched phosphatase STEP; recombinant STEP, OMFP fluorogenic substrate, fluorescence; inhibition, % at 20 µM; 360,000 compounds, 0.25% hits; AID 588621;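 active = inhibition at 20 µM, scaled per plate between control wells, above about 37%, limit read from the data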;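 also: 0% = DMSO with enzyme and substrate and 100% = substrate only without enzyme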
Target sequence (P54829 whole entry, looked up): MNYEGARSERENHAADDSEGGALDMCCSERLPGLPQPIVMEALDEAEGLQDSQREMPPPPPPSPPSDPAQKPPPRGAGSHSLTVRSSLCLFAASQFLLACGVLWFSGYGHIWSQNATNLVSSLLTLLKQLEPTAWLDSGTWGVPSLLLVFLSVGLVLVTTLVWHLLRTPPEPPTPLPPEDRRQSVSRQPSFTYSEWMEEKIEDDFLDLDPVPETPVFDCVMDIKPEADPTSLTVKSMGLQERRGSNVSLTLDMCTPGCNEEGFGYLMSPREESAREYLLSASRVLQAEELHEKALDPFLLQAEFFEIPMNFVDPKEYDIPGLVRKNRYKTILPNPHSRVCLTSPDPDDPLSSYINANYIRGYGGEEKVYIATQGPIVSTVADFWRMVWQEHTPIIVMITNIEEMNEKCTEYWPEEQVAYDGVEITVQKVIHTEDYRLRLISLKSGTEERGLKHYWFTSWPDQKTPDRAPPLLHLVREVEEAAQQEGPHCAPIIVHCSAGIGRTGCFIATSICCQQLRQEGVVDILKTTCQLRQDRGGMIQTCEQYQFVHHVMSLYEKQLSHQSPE
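Assay system: isolated STEP enzyme. Buffer or medium: pH 6.0 Bis-Tris with DTT and Tween 20. Also added: fluorogenic phosphatase substrate OMFP at 25 µM final. Dosing: 20 µM, 1% DMSO. Timing: 20 min reaction, room temperature, in the dark. Measured by: fluorescence intensity, excitation 480 nm, emission 540 nm. Evaluation: normalized % inhibition.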
NadD block: NadD (S. aureus) enzyme inhibition. inhibition, % at 20 µM. purified NadD enzyme, colorimetric absorbance read-out. 360,000 compounds, 0.78% hits; in the data active = inhibition above about 26%; also: some compounds past the cut are filed as inactive
Tb MetRS inh: blocks T. brucei methionyl-tRNA synthetase activity. purified T. brucei MetRS, ATP depletion, Kinase-Glo luminescence. inhibition, % at 11.9 µM. 360,000 compounds, 0.4% hits. AID 624268;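 active = inhibition above a per-plate cutoff of the control wells' mean inhibition plus 3 SD, cut at about 5.5% in these data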;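 also: 0% = DMSO wells median and 100% = median of wells with control inhibitor compound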
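System: purified T. brucei MetRS enzyme / Detection: Kinase-Glo luciferase luminescence reporting remaining unconsumed ATP / Medium: HEPES buffer with MgCl2, KCl, DTT, spermine, BSA, pyrophosphatase / Replication: singlicate, one well per compound / Evaluation: percent inhibition relative to median high and low control wells / Schedule: 2 h aminoacylation at 25 °C after 15 min preincubation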
DNMT1 block: DNMT1 (human) enzyme inhibition | P26358 | DNMT1 molecular beacon, Hinp1I cleavage, fluorescence | inhibition (reported as % activation of signal), % at 10 µM | 360,000 compounds, 0.83% hits; in the data active = inhibition above about 50%
Scp-1 inhibitor: Scp-1 (human) phosphatase inhibition; Q9GZU7; Recombinant Scp1, phosphopeptide, malachite green phosphate absorbance; inhibition, % at 20 µM; 340,000 compounds, 0.88% hits;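 active = inhibition above about 50% at 20 µM, limit read from the data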;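 also: plate controls were DMSO wells with enzyme for no effect and wells lacking enzyme for full effect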
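Material: truncated SCP-1 phosphatase (76-261aa) / Buffer or medium: 50 mM Tris acetate pH 5.5, 0.005% Tween-20, 10 mM MgCl2 / Compound dosing: one concentration, 20 µM, with 1.0% DMSO / Incubation: 45 min room-temperature reaction, 5 min colour, 30 min stabiliser / Detection: colorimetric free-phosphate detection, absorbance 630 nm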
CSN inh: inhibitors of human CSN-mediated cullin deneddylation. Q92905. Purified CSN, SCF-Nedd8-OG deneddylation, fluorescence polarization. inhibition, % at 12.5 µM. 360,000 compounds, 0.38% hits;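 active = pattern-corrected inhibition above about 35%, with an unprinted fluorescence ratio check between 0.5 and 1.5, limit read from the data, passing the limit was not always enough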;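 also: 0% = enzyme with substrate and 100% = substrate without enzyme; some results filed as inactive read as strong as hits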
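Detection – fluorescence polarization · System – HEK293T-derived human Csn5 enzyme · Controls – substrate-only high control, full reaction low control · Timing – 90 min, room temperature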
Active calls of the source: *; i = inactive; / = no result given.

smiles,Rpn11 inh,STEP inh,Scp-1 inhibitor,PABP1 MLLE inh,DNMT1 block,LMPTP block,Tb MetRS inh,CSN inh,NadD block,SUMO1 PPI mod
COC(=O)C1CCN(c2cc(Cl)nc(N)n2)CC1,i,-2,-9,-11,-1,-0.5,0.8,-4,4,0
COc1cccc(CN2CCNC(=O)C2CC(=O)N(C)C2CCOCC2)c1 (stereo not given),i,-1,-1,-5,-4,-2.4,0.8,1,-2,-5
Cc1ccccc1C(=O)OCC(=O)Nc1cccc(S(=O)(=O)NC2=NCCC2)c1,i,-3,-2,0,2,-0.4,-0.1,-3,3,3
Cc1cc(C)c(NC(=O)CNC(=O)COC(=O)CNC(=O)c2ccc(Cl)cc2Cl)c(C)c1,i,-2,-3,-9,3,0.4,-0.6,-2,3,3
COc1ccc(CNC(=O)COC(=O)CN2C(=O)C3CC=CCC3C2=O)cc1 (stereo not given),i,-2,6,-33,-1,-1.0,0.0,-2,1,-2
O=S(=O)(c1cccc(-c2nnc(-c3cccnc3)o2)c1)N1CCCCC1,i,2,0,0,-3,-0.9,0.4,9,1,11
CCOCc1c(C(=O)N2CCN(CC(=O)Nc3ccc(F)cc3)CC2)oc2ccccc12,i,2,-241,8,-5,-0.9,0.2,-1,-2,-3
COc1cccc2[nH]c(C(=O)NCCc3ccccc3)cc12,i,0,-8,-1,1,-1.0,-0.6,-4,-9,-2
CCCC(c1nnnn1C1CCCC1)N1CCN(C(=O)c2ccco2)CC1 (stereo not given),i,-15,-2,13,2,-3.0,-1.2,1,-1,-1
CCOC(=O)C1CCN(c2ncnc3c2cnn3-c2ccccc2)CC1,i,0,-8,-8,1,-0.9,0.5,5,-2,3
CCCn1c(N)c(C(=O)CSc2nnc3ccccn23)c(=O)n(C)c1=O,i,-1,-2,7,1,-0.2,0.3,-1,3,0
Cc1ccc(C)c(NC(=O)CN(C)C(=O)c2nn(C)c(=O)c3ccccc23)c1,i,-2,3,3,1,-0.5,0.5,5,-3,4
CCCCCCCN1CCN=C1Nc1ccccc1,i,-2,9,3,5,0.3,-0.5,-1,-3,-1
COc1cc(CN2CCCC(CCC(=O)NCc3ccc(C)o3)C2)cc2c1OCO2 (stereo not given),i,3,-7,-4,-5,1.9,-0.7,4,-4,-4
C=CCn1c(=O)c2c(nc3n2CCCN3CCc2ccc(OC)c(OC)c2)n(C)c1=O,i,-4,-12,4,-11,-3.2,-0.7,-5,2,-3
Cc1ccc(C2CC(=O)C(C=NCCN3CCN(C(=S)Nc4ccccc4)CC3)=C(O)C2)cc1 (stereo not given),i,-4,-7,-105,-6,-2.8,-0.2,2,2,-1
Cc1ccc(S(=O)(=O)NC(=O)NCc2ccc(Cl)cc2)cc1,i,-2,38,-3,12,0.4,-0.9,-1,-7,0
CCc1nnc(NC(=O)CSc2nnc(-c3ccoc3C)n2-c2cccc(C)c2)s1,i,-2,2,-10,0,-0.3,-1.4,7,3,0
Nc1nc2ccc(C(=O)Nc3ccccc3)cc2s1,i,-7,3,18,1,0.9,-1.1,4,5,4
COC(=O)c1cc2c(cc1NC(=O)CSCCc1ccccn1)OCO2,i,-1,0,17,-5,2.6,0.5,0,2,1
CC(=O)N1CCN(CC(=O)Nc2ccc(SC(F)F)cc2)CC1,i,-3,0,-70,10,-1.8,-0.9,1,0,2
CC1(C)c2ccccc2N2CC(=O)N[C@@]21/C=C/C=C/c1ccccc1,i,-3,-7,2,-3,2.0,-1.2,0,2,-3
Nc1nc(SCC(=O)Nc2ccccc2Sc2ccc(Cl)cc2)n[nH]1,i,-2,-8,-41,-6,-0.2,-0.4,-2,5,4
Cc1ccc(C(=O)OCC(=O)NCc2ccco2)s1,i,0,39,6,58*,4.4,-0.2,15,-2,0
COC(=O)C1=C2SC(C)C(=O)N2C(N)=C(C#N)C1c1cc(OC)c(OC)c(OC)c1 (stereo not given),i,2,-5,23,5,0.7,-0.1,4,4,-3
CC(C)Oc1ccc(CN2CCCC(CO)(Cc3ccccc3)C2)cc1CO (stereo not given),i,0,-8,6,2,-0.9,-1.5,0,-3,3
Cc1cccc(-c2nc(CN3CCN(Cc4cccc(F)c4)CC3)c(C)o2)c1,i,-1,-4,14,-3,1.4,-0.1,4,-9,1
O=C(/C=C/c1ccccc1)OCc1cncs1,i,0,2,-1,0,-0.3,-0.3,1,-2,-5
COC(=O)COc1ccccc1/C=C1/NC(=O)NC1=O,i,0,-8,-3,4,-0.6,-0.5,-19,-3,-10
O=C(CNC(=O)Cc1ccccc1)NCC(=O)OCC(=O)c1ccc(F)cc1,i,-2,-4,10,1,0.3,-0.4,3,0,-2
O=C(NCC(c1ccco1)N1CCc2ccccc21)c1ccccc1Br (stereo not given),i,0,-8,-14,-4,0.1,-0.2,-7,-1,3
COc1cc(CNc2ccc(CNc3ncn[nH]3)cc2)ccc1OCc1ccccc1,i,3,-2,7,-15,1.2,-0.3,-2,5,0
COc1ccc(OC)c(C(c2nnnn2CC2CCCO2)N2CCN(C3CCCC3)CC2)c1 (stereo not given),i,-3,11,2,0,-4.1,-0.4,0,3,-7
Cc1ccc(S(=O)(=O)NC(=O)Nc2c(C)cccc2C)cc1,i,0,-6,25,2,-1.3,0.6,0,-6,1
CCCCN(C(=O)CSc1nnc(-c2ccc(OC)cc2)n1C(C)C)c1c(N)n(Cc2ccccc2)c(=O)[nH]c1=O,i,3,1,-25,2,0.9,0.2,2,10,-1
COc1ccc(S(=O)(=O)n2ccc(C)n2)cc1C,i,2,-7,-4,3,-1.7,-1.3,2,1,1
COC(=O)C(C)Sc1ccc2nnc(CCNS(=O)(=O)c3ccc(C)cc3)n2n1 (stereo not given),i,2,-6,-6,-2,-0.2,0.5,-8,0,4
CC(O)[C@H]1CN=C(N)N1CC(C)(C)C (stereo not given in full),i,-3,1,18,0,-0.5,-0.4,-3,-2,-6
COc1ccc(CN2C(=O)C(CC(=O)NC3CCCCC3)CC(C(=O)N3CCOCC3)=C2C)cc1 (stereo not given),i,-2,/,-3,1,-1.5,-0.7,3,6,1
COc1ccc(-c2nnc(NC(=O)CSc3ccc(Cl)cc3)s2)cc1OC,i,3,-4,-6,30,-0.4,-0.3,-4,9,1

5 records picked at random from those above:
smiles,Rpn11 inh,STEP inh,Scp-1 inhibitor,PABP1 MLLE inh,DNMT1 block,LMPTP block,Tb MetRS inh,CSN inh,NadD block,SUMO1 PPI mod
Cc1ccc(C(=O)OCC(=O)NCc2ccco2)s1,i,0,39,6,58*,4.4,-0.2,15,-2,0
CCCCCCCN1CCN=C1Nc1ccccc1,i,-2,9,3,5,0.3,-0.5,-1,-3,-1
Cc1cccc(-c2nc(CN3CCN(Cc4cccc(F)c4)CC3)c(C)o2)c1,i,-1,-4,14,-3,1.4,-0.1,4,-9,1
COC(=O)COc1ccccc1/C=C1/NC(=O)NC1=O,i,0,-8,-3,4,-0.6,-0.5,-19,-3,-10
CCOCc1c(C(=O)N2CCN(CC(=O)Nc3ccc(F)cc3)CC2)oc2ccccc12,i,2,-241,8,-5,-0.9,0.2,-1,-2,-3

2 entries from above in another layout:
> CC(=O)N1CCN(CC(=O)Nc2ccc(SC(F)F)cc2)CC1
  Rpn11 inh: i
  STEP inh: -3
  Scp-1 inhibitor: 0
  PABP1 MLLE inh: -70
  DNMT1 block: 10
  LMPTP block: -1.8
  Tb MetRS inh: -0.9
  CSN inh: 1
  NadD block: 0
  SUMO1 PPI mod: 2
> CC1(C)c2ccccc2N2CC(=O)N[C@@]21/C=C/C=C/c1ccccc1
  Rpn11 inh: i
  STEP inh: -3
  Scp-1 inhibitor: -7
  PABP1 MLLE inh: 2
  DNMT1 block: -3
  LMPTP block: 2.0
  Tb MetRS inh: -1.2
  CSN inh: 0
  NadD block: 2
  SUMO1 PPI mod: -3

The listing continues:
smiles,Rpn11 inh,STEP inh,Scp-1 inhibitor,PABP1 MLLE inh,DNMT1 block,LMPTP block,Tb MetRS inh,CSN inh,NadD block,SUMO1 PPI mod
O=C(Nc1ccc(F)cc1F)c1ccc2c(c1)OCCO2,i,1,-1,0,0,0.0,-0.1,3,-2,-6
CCOC(=O)C(NCc1ccccc1)(NC(=O)c1ccccc1)C(F)(F)F (stereo not given),i,0,-7,10,-1,1.0,0.2,3,-7,-2
COc1cccc(N=C2NC(=O)/C(=C/c3cc([N+](=O)[O-])ccc3O)S2)c1,/,50*,44,-59,3,88*,0.2,113,17,-5
Nc1ccccc1Nc1c(F)c(F)nc(F)c1Cl,i,-1,-5,-4,-1,1.0,-1.0,-1,-2,-4
Cc1c(N=Nc2c(-c3ccc([N+](=O)[O-])cc3)[nH]n(C(N)=S)c2=O)cccc1[N+](=O)[O-],i,82*,93*,41*,75*,71*,1.0,7,81*,22
Cc1ccccc1Cn1cc(NC(=O)c2cc(C3CC3)on2)cn1,i,3,12,3,3,-1.6,-0.7,0,-9,1
CC(=O)c1c(O)cc(C)n(Cc2ccccc2)c1=O,i,1,-8,1,1,-0.8,-0.7,0,-1,0
O=C(COc1cc2oc(=O)c3c(c2cc1Cl)CCC3)NCC(O)c1ccccc1 (stereo not given),i,0,-2,0,-2,-1.6,-0.5,4,1,-1
Cc1cc(C)c2nc(C(F)(F)F)nc(N3CCN(C(=O)c4ccco4)CC3)c2c1,i,2,-2,3,-3,4.7,0.4,-2,-6,-3
COc1ccc(CCNC(=O)c2nnn(-c3ccccc3OC)c2N)cc1OC,i,-4,-2,2,1,-2.3,-0.6,0,2,2
O=C(Nc1cccc(O)c1)c1ccc(Br)c(S(=O)(=O)N2CCCCC2)c1,i,3,-6,-10,3,-1.3,-0.8,4,-8,1
O=C(N/N=C/c1ccccc1O)C1SCCCS1,i,-1,-5,-6,-3,-0.8,-0.6,-3,-2,-1
O=C(COc1cccc2cccnc12)NCc1cccs1,i,4,4,-7,-6,5.6,-0.9,-4,6,3
Cc1ccccc1C(=O)NCCCNC(=O)c1ccco1,i,-3,-5,-2,-1,-0.4,-0.1,-5,2,5

Bioassay records deposited in PubChem by several laboratories.
